Compound activity (PubChem)
PI5P4Ka inh: blocks human PI5P4K alpha kinase activity | max response, % | AID 652105 | PI5P4Kalpha enzyme, ADP-Glo luminescence, 60 min; active compounds read low | 1.2% of 330,000 active | P48426; active means max response of -50% or lower; inconclusive means between -30% and -50%; inactive means -30% or higher; further: value at the top dose of about 77 µM; on the % scale 0 is the no-effect control and ±100 the full control effect
Target sequence (P48426 whole entry, looked up): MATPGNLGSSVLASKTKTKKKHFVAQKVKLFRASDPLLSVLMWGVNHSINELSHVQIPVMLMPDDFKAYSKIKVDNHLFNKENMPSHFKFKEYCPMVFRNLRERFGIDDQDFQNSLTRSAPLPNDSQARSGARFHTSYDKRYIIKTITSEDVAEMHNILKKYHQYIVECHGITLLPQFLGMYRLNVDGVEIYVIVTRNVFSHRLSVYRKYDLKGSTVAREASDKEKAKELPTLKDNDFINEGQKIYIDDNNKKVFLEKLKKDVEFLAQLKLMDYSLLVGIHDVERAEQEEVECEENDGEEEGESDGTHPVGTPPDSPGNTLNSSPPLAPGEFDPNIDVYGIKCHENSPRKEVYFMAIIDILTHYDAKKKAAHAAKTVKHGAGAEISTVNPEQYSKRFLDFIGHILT
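Compounds were pin-transferred onto PI5P4Kalpha and substrate in HEPES pH 7.4 buffer with EGTA, CHAPS and 5% DMSO. ATP (5 microM final) started the reaction, which ran 60 minutes at room temperature before ADP-Glo detection.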
IL-2 act: IL-2 activation; IL-2 activation reporter assay, cell-based qHTS; stimulated with anti-CD3/CD4/CD28 beads; in transgenic mouse T cells; activation, % (series mostly up to about 46 µM); 0.065% of 360,000 active; in the data active means activation above about 50%; inconclusive means mostly about 30% to 49%; further: 0% is about no effect
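Unstimulated transgenic mouse T cells preincubated 60 min with compound, then stimulated with anti-CD3/anti-CD4-coated beads plus anti-CD28 for 18 h at 37 degrees C. IL-2 response read as EGFP and DsRed fluorescence by plate cytometry.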
PLK1 PBD block: inhibitors of human PLK1 polo-box domain binding | P53350 | Plk1 PBD binding of FITC phosphopeptide, fluorescence polarization | Potency, µM, for inactives: max response, negative = inhibition, actives largely listed as inhibitors | 2.8% of 360,000 active; further: potency means the concentration at half of the fitted maximal effect; series mostly up to about 57 µM; on the % scale 0 is the no-effect control and ±100 the full control effect; nearly all actives have a fitted effect of over 65% in size
Target sequence (P53350 whole entry, looked up, the tested form may be a part): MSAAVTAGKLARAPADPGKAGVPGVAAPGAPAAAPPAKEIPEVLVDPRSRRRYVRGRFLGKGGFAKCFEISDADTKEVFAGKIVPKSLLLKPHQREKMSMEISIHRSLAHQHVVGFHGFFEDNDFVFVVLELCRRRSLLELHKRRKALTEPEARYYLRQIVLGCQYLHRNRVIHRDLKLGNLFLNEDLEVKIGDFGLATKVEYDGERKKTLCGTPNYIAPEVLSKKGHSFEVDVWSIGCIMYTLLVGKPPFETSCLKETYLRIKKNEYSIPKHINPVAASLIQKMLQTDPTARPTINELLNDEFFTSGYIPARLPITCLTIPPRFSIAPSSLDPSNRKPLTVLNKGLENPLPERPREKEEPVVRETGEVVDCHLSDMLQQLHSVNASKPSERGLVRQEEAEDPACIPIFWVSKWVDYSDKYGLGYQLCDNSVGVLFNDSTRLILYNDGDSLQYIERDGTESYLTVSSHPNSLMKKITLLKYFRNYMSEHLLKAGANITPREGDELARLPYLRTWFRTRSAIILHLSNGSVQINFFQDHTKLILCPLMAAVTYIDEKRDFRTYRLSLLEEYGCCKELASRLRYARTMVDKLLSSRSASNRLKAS
EPAC1 agonist: agonists of human EPAC1; EPAC1 agonist qHTS, biochemical assay; response scale: 100% = response to 6.5 mM cAMP; Potency, µM (highest dose often 154 µM), inactives show at the highest dose activation, most hits filed as activators; 0.073% of 360,000 active; further: potency means the concentration at half of the fitted maximal effect; nearly all actives have a fitted effect of over 60% in size
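Nucleotide exchange by EPAC1 (100 nM) on Rap1B–BODIPY-GDP (250 nM) in the presence of 50 uM GDP is tracked fluorescently at 480/540 nm over 30 min. Signals are normalized to a 6.5 mM cAMP control.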
CCT chaperon mod: changes cytosolic chaperonin activity; purified chaperonin ATPase assay, HTRF ADP detection, 30 min; activity change, % (concentration not given with the values), hits read low; 0.3% of 360,000 active; AID 651819; in the data active means activity change below about -30%; further: on the % scale 0 is the no-effect control and ±100 the full control effect
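First, chaperonin was dispensed at 40 nM or 20 nM final depending on batch activity. Next, compounds were pinned at 76 uM and ATP added at 10 uM. After 30 min at 37 °C, ADP detection reagents ran 30 min at ambient temperature.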
WRN helicase inh: inhibitors of human WRN helicase; Q14191; WRN helicase unwinding, fluorescent forked duplex, kinetic; Potency, µM (doses to about 114 µM), for the others: top-dose activity change, negative = inhibition, most hits filed as inhibitors; 0.46% of 360,000 active; further: potency means the concentration at half of the fitted maximal effect; on the % scale 0 is the no-effect control and ±100 the full control effect; nearly all actives have a fitted effect of over 55% in size
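Primary qHTS, 1536-well format. 20 nM WRN + compound, 15 min RT; start with 100 nM forked fluorophore/quencher duplex, 2 mM ATP (final); kinetic read ex 525/em 598 nm.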
EPAC2 ag: EPAC2 (human) agonism. EPAC2 activation, biochemical qHTS; response scale: 100% = 6.5 mM cAMP response. Potency, µM (doses to about 154 µM), without a hit: at the highest dose activation, usual class: activators. 0.079% of 360,000 active. AID 720711. Q8WZA2; further: potency means the concentration at half of the fitted maximal effect; nearly all actives have a fitted effect of over 50% in size
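Exchange assay: 100 nM EPAC2 with 250 nM Rap1B-BODIPY-GDP and 50 uM GDP. Fluorescence (ex 480/em 540 nm) read every 5 min for 30 min at room temperature. Data normalized to 6.5 mM cAMP as agonist control.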
EPAC1 antagonist: EPAC1 (human) antagonism. AID 720709. Potency, µM (titrated, usually from 115 µM), for inactives: top-dose activity change, negative = inhibition, most hits filed as inhibitors. 0.14% of 360,000 active. EPAC1 GEF assay, Rap1b-BODIPY-GDP exchange fluorescence;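 further: potency means the concentration at half of the fitted maximal effect; plate controls were vehicle for no effect and positive control for full effect; nearly all actives have a fitted effect of over 50% in size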
An asterisk follows results filed as active; ? = inconclusive; · = not tested or not shown; [ ] = another dose, or the depositor's remark. Unless noted, the call rests on the fitted dose curve; in most records, active means well fitted curve in the direction sought with a large enough effect; inconclusive means small, poorly fitted or top-dose-only effect, or another doubt; inactive means no such curve, though single readings can be large; an effect the other way counts as inactive or inconclusive. Only part of the results is shown, so the mix of outcomes need not match the whole.

SMILES	PI5P4Ka inh	IL-2 act	PLK1 PBD block	EPAC1 agonist	CCT chaperon mod	WRN helicase inh	EPAC2 ag	EPAC1 antagonist
O=C(Nc1cccc(C(F)(F)F)c1)c1csc([C@H]2C[C@H](O)[C@@H](CO)O2)n1	0	-0.5	-13%	-9%	-3.2	7%	7%	0%
COc1ccc(N2c3ccccc3CN(Cc3ccccc3)CC2Cc2cc(OC)c(OC)c(OC)c2)cc1 (stereo unspecified)	-4	0.0	0%	4%	0.2	0%	0%	1%
CCCCNC(=O)C1CCC(CNS(=O)(=O)c2cccc3nsnc23)CC1 (stereo unspecified)	3	-1.8	-5%	-10%	-19	-7%	-5%	38%[activator]
O=C(NCCc1ccccc1)C1CCCN(S(=O)(=O)c2cccs2)C1 (stereo unspecified)	2	-2.6	6%	-2%	-3.7	6%	-1%	9%
Cc1oc(-c2cccc(Cl)c2)nc1CS(=O)(=O)CC(=O)NCCCN1CCOCC1	-17	0.3	4%	2%	-0.1	-1%	-1%	-6%
N#Cc1ccc(C(=O)NCC(c2ccco2)N2CCCC2)cc1 (stereo unspecified)	-3	0.3	-23%	-12%	-0.2	10%	8%	15%
O=C(NNC(=O)c1cc(Br)c(Br)s1)c1ccncc1	-7	0.2	-1%	-8%	-0.6	2%	7%	-1%
O=C(NCc1ccco1)c1cc([N+](=O)[O-])cc([N+](=O)[O-])c1	1	0.1	1%	5%	0.0	-6%	3%	-6%
O=C(c1ccccc1O)N1N=C(C(F)(F)F)CC1(O)c1ccc([N+](=O)[O-])cc1 (stereo unspecified)	-6	0.5	-6%	-3%	0.7	-1%	6%	-12%
CCOC(=O)C1=C(CSc2nc(-c3ccccc3)ccc2C#N)OC(N)=C(C#N)C1c1cccnc1 (stereo unspecified)	?	1.9	?	5%	1.1	?	15%	1%
O=C(NNC(=O)C1CC(=O)N(Cc2ccccc2)C1)c1ccc(Br)cc1 (stereo unspecified)	-1	-0.7	-16%	-4%	-0.8	5%	13%	8%
NC(=O)NC(Cc1ccccc1)C(=O)N1CCN(S(=O)(=O)c2ccc(Cl)cc2)CC1 (stereo unspecified)	0	2.7	-16%	-5%	2.0	-23%	0%	-9%
COc1ccc(S(=O)(=O)N2CCN(C(=O)CN3C(=O)NC(C)(C)C3=O)CC2)cc1	-2	0.3	-3%	-6%	2.1	-6%	8%	-4%
Cc1c(NC(=O)CSc2nnc(Nc3ccccc3)s2)c(=O)n(-c2ccccc2)n1C	-8	-0.2	5%	-1%	-2.5	-9%	-9%	10%
CCOC(=O)C1=C[C@@H](C2CCCCC2)N(S(=O)(=O)c2ccc([N+](=O)[O-])cc2)[C@H]1c1ccccc1	2	0.3	1%	1%	0.7	-7%	5%	-12%
O=C(CSc1ccc(-c2nc3ccccc3[nH]2)cn1)Nc1ccc(S(=O)(=O)NC2CC2)cc1	0	-0.3	0%	10%	0.9	3%	9%	-3%
O=C(CSCc1nc2ccccc2[nH]1)Nc1ccccc1	-7	0.0	-8%	-10%	-0.2	1%	-2%	-10%
COc1ccc(NC(=O)CSc2nnc(-c3ccco3)n2C)cc1	-1	0.7	-3%	4%	-2.5	8%	-1%[15.6 µM]	10%
COc1cccc(-c2nc3n(n2)C(c2ccc4c(c2)OCO4)C(C(N)=O)=C(C)N3)c1 (stereo unspecified)	1	-2.4	-2%	-4%	-0.1	-8%	-2%	-5%
CCN(CC)c1cc2c(c3c1ccn3C)C1CCC2O1 (stereo unspecified)	6	-0.1	-15%	7%	0.1	-7%	9%	?
CS(=O)(=O)c1ccc2nc(NC(=O)CCC(=O)c3cccs3)sc2c1	-21	-1.1	-9%	-2%	0.6	-7%	-7%	2%
CC(=O)c1ccc(N=Nc2c(C)[nH]n(-c3ccccc3)c2=O)cc1	11	-0.5	-7%	7%	0.3	-13%	3%	-10%
COc1ccc(Cl)cc1NCC(=O)Nc1ccc(OC)c(S(=O)(=O)N2CCCCC2)c1	1	0.0	0%	11%	0.6	-2%	4%	-10%
Cc1ccc(NC(=O)CSc2nnc(-c3cc(C)[nH]n3)n2N)cc1	5	-3.0	3%	-4%	1.2	9%	-7%	-9%
CC(C)(C)OC(=O)C[C@H]1C/C=C\C[C@@H](CC(=O)NCCO)C(=O)NCCOC1=O	-11	3.0	-6%	3%	-1.8	2%	13%	-1%
CCOc1ccc(C(=O)NCC(=O)OCC(=O)N(C)CC(=O)Nc2ccccc2CC)cc1OCC	1	-3.7	-8%	-4%	-0.4	-2%	-1%	-5%
COc1ccc2c(CC(=O)NNC(=O)c3ccccc3F)coc2c1	1	-0.3	-15%	-10%	-1.5	-7%	-1%	-7%
S=c1[nH]nc(-c2cccnc2)n1/N=C/C=C/c1ccco1	-21	-1.0	-3%	1%	-2.4	?	0%	-16%
CCOc1cccc(C(=O)Nc2ccccc2N2CCN(C(=O)C(C)C)CC2)c1	11	-1.3	-10%	7%	-0.1	3%	-9%	5%
CC[n+]1c(/C=C/N(C)c2ccccc2)oc2ccccc21	-1	-0.2	18%	-1%	-0.8	-18%[57.1 µM]	-8%	21%
CCc1ccc(CN2CCCC(C(=O)N3CCCCC3)C2)cc1 (stereo unspecified)	0	-2.7	-11%	8%	3.1	4%	0%	-9%
CCCCN(C(=O)COC(=O)CSc1cc(C)c2ccccc2n1)c1c(N)n(CCC)c(=O)[nH]c1=O	1	-4.4	4%	-21%	0.3	8%	-10%	-28%
COCC(C)Nc1ccc(S(=O)(=O)N2CCCC2)cc1[N+](=O)[O-] (stereo unspecified)	-9	-0.6	-15%	4%	0.6	0%	4%	-17%
O=C(O)C1CCN(C(=O)CSc2nnc(-c3ccccc3)o2)CC1	-6	0.8	1%	-11%	1.2	2%	0%	-6%
Cc1ccc(S(=O)(=O)N2CCOCC2)cc1C(=O)Nc1ccccc1F	1	0.5	-6%	4%	-0.2	-14%	2%	-8%
O=S(=O)(Nc1cccc(-n2cnnn2)c1)c1cc(Br)ccc1Br	1	-0.5	-11%	6%	-2.5	-5%	-3%	8%
CCc1ccccc1NC(=O)Nc1cnccn1	-4	0.1	-10%	7%	-0.4	6%	3%	5%
CCOc1ccc(N2C(=O)CC(NCCc3ccc(S(N)(=O)=O)cc3)C2=O)cc1 (stereo unspecified)	-10	0.2	-3%	1%	0.3	0%	7%	2%
CCn1c(SCC(=O)N/N=C/c2cccs2)nc2ccccc21	-11	0.0	-16%	8%	-0.3	-6%	15%	1%
COCCCN1C(=O)C(=O)/C(=C(/O)c2ccc(S(=O)(=O)N3CCCCC3)cc2)C1c1cccc(OC)c1 (stereo unspecified)	0	2.5	5%	-6%	-84*	-3%	-5%	-1%
C=C(C)CC1N(c2cccc(OC)c2)C(=O)[C@@H]2C(C(=O)O)[C@H]3C=C[C@@]12O3 (stereo partly specified)	·	-1.7	-7%	-11%	-1.7	9%	2%	9%
CCCc1ccc(C(=O)NNC(=O)c2ccc(Cl)cc2)cc1	2	0.1	-5%	2%	1.1	-23%	-6%	5%
COc1ccccc1NC(=O)Nc1nnc(Cc2ccccc2F)s1	3	-0.4	-12%	7%	-4.2	4%	7%	5%
O=C(Nc1ccc(F)cc1)OCCN1CCN(Cc2ccccc2)CCC1=O	5	0.0	3%	-18%	0.1	6%	0%	1%
CCOc1cccc2cc(C(=O)N3CCN(C/C=C/c4ccccc4)CC3)c(=O)oc12	·	0.3	-30%	4%	-1.1	-4%	8%	10%
C=CCNc1nc(NC(C)(C)CO)nc(OC)n1	-12	-0.1	4%	5%	1.2	6%	6%	14%
COC(=O)C1CCN(C(=O)COC(=O)[C@@H]2CC(O)CN2S(=O)(=O)c2ccc3c(c2)OCCO3)CC1 (stereo partly specified)	4	0.2	-9%	-1%	-0.8	-7%	-2%	-13%
CCN(CCCNC(=O)Cn1ncc2c(=O)oc3ccccc3c21)c1cccc(C)c1	1	-2.5	-5%	3%	0.3	-4%	5%	-12%

Fetched by structure from the list above (two):
SMILES	PI5P4Ka inh	IL-2 act	PLK1 PBD block	EPAC1 agonist	CCT chaperon mod	WRN helicase inh	EPAC2 ag	EPAC1 antagonist
O=C(O)C1CCN(C(=O)CSc2nnc(-c3ccccc3)o2)CC1	-6	0.8	1%	-11%	1.2	2%	0%	-6%
S=c1[nH]nc(-c2cccnc2)n1/N=C/C=C/c1ccco1	-21	-1.0	-3%	1%	-2.4	?	0%	-16%

Back to the main list; the three compounds before the break are reprinted first.
SMILES	PI5P4Ka inh	IL-2 act	PLK1 PBD block	EPAC1 agonist	CCT chaperon mod	WRN helicase inh	EPAC2 ag	EPAC1 antagonist
C=CCNc1nc(NC(C)(C)CO)nc(OC)n1	-12	-0.1	4%	5%	1.2	6%	6%	14%
COC(=O)C1CCN(C(=O)COC(=O)[C@@H]2CC(O)CN2S(=O)(=O)c2ccc3c(c2)OCCO3)CC1 (stereo partly specified)	4	0.2	-9%	-1%	-0.8	-7%	-2%	-13%
CCN(CCCNC(=O)Cn1ncc2c(=O)oc3ccccc3c21)c1cccc(C)c1	1	-2.5	-5%	3%	0.3	-4%	5%	-12%
O=C(CCCCCN1C(=O)CCC1=O)Nc1ncn[nH]1	4	0.3	-7%	2%	1.0	-9%	17%	8%
CCC(C)NC(=O)Cn1cc(S(=O)(=O)N2CCN(c3ccccc3F)CC2)c2ccccc2c1=O (stereo unspecified)	2	-0.6	-13%	12%	-0.5	1%	-1%	?
c1ccc2c(c1)ncn2CCC1CCCCC1	·	-1.1	-7%	-1%	-0.9	8%	1%	3%
O=C(N1CCN(c2ccccc2)CC1)C1(c2cccs2)CCOCC1	1	0.8	0%	-2%	-0.4	2%	6%	-4%
CCOC(=O)N1CCN(C(=O)CCCn2c(=O)[nH]c3ccccc3c2=O)CC1	-1	-0.5	-8%	2%	1.1	12%	-2%	-3%
Cc1cc(C)c2oc(=O)cc(CN3CCCCC3)c2c1	3	-3.7	-14%	-2%	-2.0	1%	5%	-13%
CCn1c(SCCOc2ccc(Cl)cc2)nnc1-c1cccs1	0	-1.4	-19%	6%	-1.3	-10%	6%	-3%
CCOc1ccc(NC(=O)c2ccc3c(c2)C(=O)N(Cc2ccncc2)C3=O)cc1	1	-2.2	-3%	-2%	2.0	-3%	4%	-8%
CC(C)OC(=O)/C(C#N)=C/c1ccc(-c2ccc(SC(F)F)cc2)o1	20	-2.6	6%	1%	-1.3	-4%	2%	7%
CCCCn1c(N)c(N(Cc2ccccc2OC)C(=O)C(C)Oc2ccc(Cl)cc2)c(=O)[nH]c1=O (stereo unspecified)	1	-0.8	-18%	-19%	-3.9	-29%	11%	3%
CCCN1C(=O)/C(=C\c2nc3ccccc3c(=O)[nH]2)c2ccccc21	-13	0.5	-7%	4%	-1.5	-8%	-1%	-8%
